# NCI-60 one-dose screen, 48 h, at 10 µM unless noted. Numbers give growth in % (100 = growth as untreated, 0 = no growth, -100 = all killed).
# DU-145: DU-145 prostate cancer; 4.2% of 81,000 active; AID 1794760
# PC-3: PC-3 prostate cancer cells | AID 1794754 | 3.9% of 80,000 active
# OVCAR-8: OVCAR-8 ovarian cancer; 4.4% of 81,000 active
# SF-295: SF-295 CNS cancer cells; 5.6% of 79,000 active
# SNB-19: SNB-19 CNS cancer cells | 2.5% of 81,000 active
# SF-268: SF-268 CNS cancer cells | 3.1% of 82,000 active
# U251: U251 CNS tumor cells; 5.4% of 80,000 active; AID 1794753
# SF-539: SF-539 CNS cancer. 6.8% of 81,000 active. AID 1794752
# * marks the source's active call; other numbers are inactive results; x = not tested or not shown. Rule for the calls: active = growth percent below 10; inactive = the rest. An unsorted share of the library. About 9.2% of those tested had a hit in this group.
no.	smiles	DU-145	PC-3	OVCAR-8	SF-295	SNB-19	SF-268	U251	SF-539
1	CC(=S)N=Cc1c(N)[nH]n(-c2ccccc2)c1=O	106	100	109	110	108	100	102	115
2	CC(=S)N/C=C(\C#N)S(=O)(=O)c1ccc(C)cc1	113	93	105	105	105	100	90	102
3	CC1(C)CC[C@]2(C(=O)N3CCCN(CC#N)CC3)CC[C@]3(C)C(=CC[C@@H]4[C@@]5(C)CC[C@H](O)C(C)(C)[C@@H]5CC[C@]43C)[C@H]2C1	79	27	56	92	78	69	56	69
4	CCCCCCCCCCCC/C=C\C1CC(=O)OC1=O (stereo unspecified)	112	106	130	91	93	96	100	101
5	C=C(C=O)[C@@H]1CC[C@]2(C(=O)O)CC[C@]3(C)C(CC[C@@H]4[C@@](C)(CCC#N)[C@H](C(=C)C=O)CC[C@]43C)[C@@H]12 (stereo partly specified)	43	30	-10.0*	63	63	65	5.4*	13
6	NC(N)=N/N=C/c1cc(Br)ccc1O	100	100	93	102	107	101	99	105
7	C[C@H]1[C@H](C)CC[C@]2(C(=O)N3CCOCC3)CC[C@]3(C)C(=CC[C@@H]4[C@@]5(C)C/C(=C/c6cccnc6)C(=O)C(C)(C)[C@@H]5CC[C@]43C)[C@H]12	84	22	55	73	83	72	64	89
8	O=C(O)c1ccc(N/C=C/C(=O)c2ccc(F)cc2)cc1	108	98	102	94	100	98	100	100
9	CC(Br)C(OC(=O)c1ccccc1Cl)c1cc2c(cc1Br)OCO2 (stereo unspecified)	93	83	95	101	94	86	96	100
10	Cn1c(=O)[nH]c2[nH]c(=S)[nH]c2c1=O	109	97	100	107	98	102	95	97
11	Cc1ccc2nc(COc3ccc(C(=O)NNC(=O)Nc4ccc(Cl)cc4)cc3)[nH]c2c1	101	95	99	102	88	107	106	88
12	CCN(C(=O)N1CCN(c2cc3c(cc2F)c(=O)c(C(=O)O)cn3C2CC2)CC1)c1nc(-c2ccccc2)cs1	27	11	30	8.3*	23	25	21	8.5*
13	Cc1ccc(-c2cc(-c3nnc(SCC(=O)N4CCN(c5cc6c(cc5F)c(=O)c(C(=O)O)cn6C5CC5)CC4)o3)c3ccccc3n2)cc1	110	104	102	100	101	104	108	101
14	CCSc1nc(-c2cccs2)n2nc(-c3cccs3)cc2n1	110	86	100	98	105	114	98	116
15	Cc1ccccc1NC(=O)c1sc2nc3c(cc2c1N)C(=O)CCC3	18	30	79	57	46	65	49	28
16	O=C(Cn1cc(CN2C(=O)c3ccccc3S2(=O)=O)nn1)Nc1ccc(Br)cn1	105	88	103	98	104	94	104	97
17	Oc1ccc2ccccc2c1C1NNC(=S)N1 (stereo unspecified)	69	62	65	95	75	70	53	79
18	CC1(C)CC(=O)c2c(nn(-c3ccc(Br)cc3)c2-c2cn(-c3ccccc3)nc2-c2ccc(Cl)cc2)C1	105	72	92	98	94	93	91	118
19	NS(=O)(=O)c1cnccc1-n1ccc(=O)cc1	107	89	93	148	98	97	100	106
20	CO[Si](OC)(c1ccccc1)c1ccccc1	118	99	95	109	98	108	91	108
21	CC(=O)OC(COC(c1ccccc1)(c1ccccc1)c1ccccc1)C(OC(C)=O)C(OC(C)=O)C(COC(c1ccccc1)(c1ccccc1)c1ccccc1)OC(C)=O (stereo unspecified)	113	80	94	79	92	103	x	102
22	CC1CCc2c(sc3nc(SCC(=O)N/N=C/c4cccc(O)c4O)n(-c4ccccc4)c(=O)c23)C1 (stereo unspecified)	75	77	91	87	98	105	91	95
23	CCOC(=O)c1c2c(n(-c3ccccc3)c1-c1ccccc1)C=CCC2	99	80	x	96	97	88	94	105
24	CN(C)CC[C@H](c1ccc(Cl)cc1)c1ccccn1	108	89	101	98	106	106	103	107
25	O=[N+]([O-])c1ccc(Sc2ncccn2)c([N+](=O)[O-])c1	11	33	66	111	99	53	79	97
26	Cc1ccc(S(=O)(=O)N/N=C/c2ccc([N+](=O)[O-])cc2)cc1	101	100	102	97	114	98	105	108
27	O=C(N/N=C/c1ccccc1S(=O)(=O)O)C(=O)N/N=C/c1ccccc1S(=O)(=O)O	113	82	106	104	103	103	98	105
28	O=C(Nc1ccc(Cl)cc1)c1cccnc1	117	109	107	99	108	109	101	100
29	O=C(NCCNc1nccc(-n2ccc3cccnc32)n1)c1ccc(C(F)(F)F)cc1	111	102	103	101	104	98	100	107
30	O=C1C(C2=CCCCC2)CCCC1C1=CCCCC1 (stereo unspecified)	107	96	107	104	89	102	96	105

# Ordered by molecular weight (smallest number first): 4 of the compounds above
no.	smiles	DU-145	PC-3	OVCAR-8	SF-295	SNB-19	SF-268	U251	SF-539
6	NC(N)=N/N=C/c1cc(Br)ccc1O	100	100	93	102	107	101	99	105
23	CCOC(=O)c1c2c(n(-c3ccccc3)c1-c1ccccc1)C=CCC2	99	80	x	96	97	88	94	105
11	Cc1ccc2nc(COc3ccc(C(=O)NNC(=O)Nc4ccc(Cl)cc4)cc3)[nH]c2c1	101	95	99	102	88	107	106	88
12	CCN(C(=O)N1CCN(c2cc3c(cc2F)c(=O)c(C(=O)O)cn3C2CC2)CC1)c1nc(-c2ccccc2)cs1	27	11	30	8.3*	23	25	21	8.5*

# The main list resumes; the six compounds before the break are reprinted first.
no.	smiles	DU-145	PC-3	OVCAR-8	SF-295	SNB-19	SF-268	U251	SF-539
25	O=[N+]([O-])c1ccc(Sc2ncccn2)c([N+](=O)[O-])c1	11	33	66	111	99	53	79	97
26	Cc1ccc(S(=O)(=O)N/N=C/c2ccc([N+](=O)[O-])cc2)cc1	101	100	102	97	114	98	105	108
27	O=C(N/N=C/c1ccccc1S(=O)(=O)O)C(=O)N/N=C/c1ccccc1S(=O)(=O)O	113	82	106	104	103	103	98	105
28	O=C(Nc1ccc(Cl)cc1)c1cccnc1	117	109	107	99	108	109	101	100
29	O=C(NCCNc1nccc(-n2ccc3cccnc32)n1)c1ccc(C(F)(F)F)cc1	111	102	103	101	104	98	100	107
30	O=C1C(C2=CCCCC2)CCCC1C1=CCCCC1 (stereo unspecified)	107	96	107	104	89	102	96	105
31	FC(F)(F)c1ccc(-c2nc(-c3cc(-c4ccco4)nc(-c4ccco4)c3)cc3c2[nH]c2ccccc23)cc1	88	85	90	51	103	96	102	82
32	Cc1ccccc1C1=NN(C(=O)Cc2ccccc2)C(c2c[nH]c3ccccc23)C1 (stereo unspecified)	102	77	94	89	104	87	88	87
33	C=CCOC1=C2CC[C@H](O)[C@@]2(C)CCC1=O	109	99	109	105	113	97	97	101
34	Nc1ncc(-c2ccc3ncnc(N4CCc5ccc(Cl)cc54)c3c2)cc1C(F)(F)F	18	15	25	19	33	22	28	2.9*
35	COc1cc(/C=C/c2cc(/C=C/c3ccc(O)c(OC)c3)n(C(=O)Nc3ccc(C)cc3C)n2)ccc1O	-27*	-11*	-35*	-51*	2.5*	3.8*	-12*	-20*
36	CCn1c(SCC(=O)Nc2cccc(C(=O)/C=C/c3ccc(Cl)cc3)c2)nc2ccccc2c1=O	109	97	102	103	97	100	110	101
37	Cc1ccc(-c2c3c(N)c4c(nc3nc3c2c(C)nn3-c2ccccc2)CCCCC4)cc1	106	90	98	94	106	102	x	95
38	COC(=O)c1cnc2c(c1)Oc1ccc(Cl)cc1-c1cc(C)nn1-2	80	95	96	92	62	79	50	46
39	COC(=O)CCNS(=O)(=O)/N=C1\NC(=O)NC1=C(Cl)Cl	112	94	102	102	99	104	102	101
40	COc1ccc(-c2nn(-c3ccccc3)cc2/C=C/C(=O)NNC(=O)Nc2ccc(Br)cc2)cc1	103	89	100	96	86	100	82	110
41	O=C1/C(=C/C=C/c2ccco2)SC(=S)N1CCc1ccc(O)cc1	90	x	99	101	89	90	94	91
42	O=C(c1ccccc1)N(CCCCl)C(=O)N(CCCCl)C(=O)c1ccccc1	102	72	97	x	97	100	89	97
43	O=C(N/N=C/c1coc2ccc(Cl)cc2c1=O)c1cc2oc(-c3ccccc3)cc2[nH]1	91	82	97	x	92	103	96	102
44	Clc1ccc(C2=Nn3c(N/N=C/c4ccco4)nnc3SC2)cc1	103	98	101	102	92	103	99	96
45	Cc1cc2c(c3c1C(=O)CC3)C(C)(C)C(C)C2(C)C (stereo unspecified)	112	75	98	106	106	104	94	106
46	CC(=O)c1ccc(NC(=O)CSc2nnc3n(Cc4ccccc4)c(=O)c4c(C)c(C(N)=O)sc4n23)cc1	110	102	x	110	102	96	105	x
47	O=C1OC(c2ccc3c(c2)CCCC3)=C/C1=C/C=C\c1ccccc1	107	88	96	103	105	95	95	98
48	CNS(=O)(=O)c1ccc(OCCOc2ccc(S(=O)(=O)NC)cc2)cc1	113	85	98	98	113	103	96	95
49	Cc1cnc(SCc2ccc(Cl)cc2)[nH]c1=S	100	104	101	96	98	95	96	101
50	CCC(C)(C(=O)Nc1ccc2nc(C)cc(N)c2c1)C(=O)Nc1ccc2nc(C)cc(N)c2c1	114	94	105	111	106	136	113	116
51	O=C(NN1C(=O)/C(=C/C=C/c2ccc([N+](=O)[O-])o2)SC1=S)c1ccc(Cl)cc1	-100*	-35*	-78*	-92*	-100*	-86*	-97*	-95*
52	C=CCC(=O)N[C@H](Cc1ccc(-c2cc(Cl)cc(Cl)c2)cc1)[C@H](O)[C@@H](O)C(=O)OCC	97	67	97	90	98	94	86	98
53	CC1C(=NC(=O)c2cnccn2)C(C)C(c2ccc(Cl)cc2)NC1c1ccncc1 (stereo unspecified)	114	76	88	117	88	108	76	86
54	COc1cc(C2CC(c3ccc(Cl)cc3)=NN2c2ccc(Cl)cc2)cc(OC)c1OC (stereo unspecified)	106	64	101	95	88	91	85	94
55	CCC1(N)COC(c2ccccc2)OC1 (stereo unspecified)	110	99	96	108	106	106	97	105

# Of the compounds above, 4 have a COOH group:
no.	smiles	DU-145	PC-3	OVCAR-8	SF-295	SNB-19	SF-268	U251	SF-539
5	C=C(C=O)[C@@H]1CC[C@]2(C(=O)O)CC[C@]3(C)C(CC[C@@H]4[C@@](C)(CCC#N)[C@H](C(=C)C=O)CC[C@]43C)[C@@H]12 (stereo partly specified)	43	30	-10.0*	63	63	65	5.4*	13
8	O=C(O)c1ccc(N/C=C/C(=O)c2ccc(F)cc2)cc1	108	98	102	94	100	98	100	100
12	CCN(C(=O)N1CCN(c2cc3c(cc2F)c(=O)c(C(=O)O)cn3C2CC2)CC1)c1nc(-c2ccccc2)cs1	27	11	30	8.3*	23	25	21	8.5*
13	Cc1ccc(-c2cc(-c3nnc(SCC(=O)N4CCN(c5cc6c(cc5F)c(=O)c(C(=O)O)cn6C5CC5)CC4)o3)c3ccccc3n2)cc1	110	104	102	100	101	104	108	101

# Bioassay records as filed in PubChem.
